Assay outcomes from PubChem.
ROCK2 inh: inhibitors of human ROCK2 kinase, primary screen, biochemical, high-throughput, luminescence; AID 604, 2007; inhibition, % at 6 µM; 60,000 compounds, 0.35% hits; purified ROCK2, Kinase-Glo ATP depletion luminescence;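 active = inhibition above the screen-wide mean inhibition plus 3 SD, cut at about 18% in these data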;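 note: plate controls were DMSO wells for no effect and Y-27632 control wells after no-enzyme background subtraction for full effect; many of its hits are not listed in these tables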
CatB block: human cathepsin B inhibitors, primary screen, biochemical, fluorogenic substrate; 63,000 compounds, 0.1% hits; P07858; purified cathepsin B, fluorescence; inhibition, %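 (tested at 10 µM)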; AID 453, 2006; in the data active = inhibition above about 21%;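 note: 0% = enzyme with no compound and 100% = no enzyme blank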
PKA inh: inhibitors of human PKA kinase activity, primary screen, biochemical, ATP-depletion luminescence, Kemptide substrate; cAMP-dependent protein kinase catalytic subunit alpha (Homo sapiens), P17612; PKA Kemptide phosphorylation, Kinase-Glo ATP luminescence; inhibition, % at 6 µM; 65,000 compounds, 0.1% hits; AID 524, 2006;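 active = inhibition above the screen-wide mean inhibition plus 3 SD, cut at about 21% in these data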; note: many of its hits are not listed in these tables
Her2 expr inh: inhibitors of Her2 protein expression, primary screen, SKBR-3 cells, AlphaScreen, 66K library; HER2 level % of control, % at 10 µM; 65,000 compounds, 0.69% hits; Receptor tyrosine-protein kinase erbB-2 (Homo sapiens), P04626; SKBR-3 HER2 protein level, 18-24 h; active compounds read low;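 active = HER2 level under 5% of the carrier-only control; inconclusive = no clear call, values can overlap the other calls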;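 note: 100% = DMSO carrier and 0% = 500 nM PU-H71 HSP90 inhibitor; lower value means stronger loss of Her2 protein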
C1s inh: complement C1s protease inhibitors, primary screen, biochemical, 10-compound mixtures. Complement C1s subcomponent (Homo sapiens), P09871. purified C1s, fluorogenic AMC substrate, pooled mixtures. mean inhibition % of two 10-compound mixtures (active compounds read high), % at 5 µM (by protocol). 62,000 compounds, 0.16% hits. AID 538, 2006;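 active = inhibition above 20% in each of the two 10-compound mixture wells holding the compound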;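 note: 0% = enzyme wells lacking compound mixture and 100% = no-enzyme blank wells; some compounds called inactive have numbers as strong as hits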
CatS inh: inhibitors of human cathepsin S, biochemical, compound mixtures | 62,000 compounds, 0.06% hits | inhibition, %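 (tested at 5 µM per compound within 10-compound mixtures)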 | recombinant cathepsin S, AMC dipeptide fluorescence, pooled mixtures; in the data active = inhibition above about 32%, passing the limit was not always enough; inconclusive = no clear call, values can overlap the other calls;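 note: 0% = enzyme without compound and 100% = blank without enzyme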
Target sequence (P25774 115-331 limits assumed): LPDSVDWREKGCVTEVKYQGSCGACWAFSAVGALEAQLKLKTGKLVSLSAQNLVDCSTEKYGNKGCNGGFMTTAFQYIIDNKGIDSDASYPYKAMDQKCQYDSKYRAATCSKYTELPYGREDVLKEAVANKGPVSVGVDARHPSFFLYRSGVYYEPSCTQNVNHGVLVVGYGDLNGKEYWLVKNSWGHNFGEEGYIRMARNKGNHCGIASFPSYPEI
CatB mixtures: cathepsin B inhibitors from pooled compounds, primary screen, biochemical, compound mixtures, AMC fluorescence; P07858; Purified cathepsin B, AMC dipeptide fluorescence; inhibition, %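 (ten-compound pools at 5 µM per compound and 50 µM total)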; 62,000 compounds, 0.06% hits; AID 488, 2006; in the data active = inhibition above about 22%, passing the limit was not always enough; inconclusive = no clear call, values can overlap the other calls;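 note: 0% = enzyme without compound and 100% = no enzyme blank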
Cathepsin G inh: human cathepsin G inhibitors, primary screen, biochemical, pooled compound mixtures, AMC fluorescence | P08311 | purified enzyme, AMC-tetrapeptide fluorescence | inhibition, % at 5 µM (by protocol) | 62,000 compounds, 0.2% hits;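 active = inhibition above 20% in each of the two mixture wells holding the compound; inactive = inhibition of 20% or less in either well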;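 note: 0% = enzyme control without mixture and 100% = blank lacking enzyme; strong numbers were not always called active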
Target sequence (P08311 21-244 limits assumed): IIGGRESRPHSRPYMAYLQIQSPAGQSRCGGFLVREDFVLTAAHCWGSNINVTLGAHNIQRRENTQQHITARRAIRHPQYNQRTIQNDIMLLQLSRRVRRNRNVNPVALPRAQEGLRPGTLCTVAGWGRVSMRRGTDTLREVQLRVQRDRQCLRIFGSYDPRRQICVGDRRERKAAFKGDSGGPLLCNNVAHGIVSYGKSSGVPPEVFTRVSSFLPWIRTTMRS
CatL inh: inhibitors of human cathepsin L, biochemical | purified cathepsin L, fluorogenic substrate, fluorescence | inhibition, %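 (tested at 10 µM)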 | 58,000 compounds, 0.17% hits | AID 460, 2006; in the data active = inhibition above about 45%;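 note: 0% = enzyme with no compound and 100% = no enzyme blank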
Target sequence (P07711 114-288 limits assumed): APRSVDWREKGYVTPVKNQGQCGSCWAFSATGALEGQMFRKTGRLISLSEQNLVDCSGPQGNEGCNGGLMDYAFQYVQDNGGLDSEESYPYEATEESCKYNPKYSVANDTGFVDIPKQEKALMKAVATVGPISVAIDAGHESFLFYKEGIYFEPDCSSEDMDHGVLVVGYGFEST
Target sequence (P07711 292-333 limits assumed): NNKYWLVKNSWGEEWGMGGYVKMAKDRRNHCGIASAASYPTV
Numbers without * were called inactive; ? = inconclusive; . = no result given. The list is partial. The share of hits here may be higher or lower than overall.

(1) CC1(C)C2CCC1(C)C(OC(=O)CCn1ccnc1)C2 (stereo not given)
(2) CCSc1nnc(NC(=O)Cc2ccc(OC)c(S(=O)(=O)N3CCOCC3)c2)s1
(3) Cc1cc(NC(=O)c2sc(Nc3cccc(C(F)(F)F)c3)nc2N)no1
(4) c1ccc(C2(c3ccccc3)OCC(Cn3cncn3)O2)cc1 (stereo not given)
(5) CCCNc1nc2c(c(=O)[nH]c(=O)n2C)n1Cc1cccc(Br)c1
(6) COc1ccc(OC)c(CNC(=O)C2CCN(C(=O)N(C)C)CC2)c1
(7) Cc1ccc2nc(C(O)C(O)c3nc4ccc(C)cc4[nH]3)[nH]c2c1 (stereo not given)
(8) COc1ccc(Cc2nc(-c3ccccc3)no2)cc1
Compound	1	2	3	4	5	6	7	8
ROCK2 inh	7	16	0	0	.	4	.	7
CatB block	2	4	0	7	5	2	0	-5
PKA inh	7	4	6	6	8	8	0	4
Her2 expr inh	77	78	93	84	106	122	85	67
C1s inh	-4	-9	-21	-2	-5	-6	15	5
CatS inh	4	4	0	-8	16	30	-11	1
CatB mixtures	4	4	-3	3	3	0	3	9
Cathepsin G inh	7	10	7	6	2	0	11	2
CatL inh	4	9	3	9	11	19	62*	1

(9) O=C1c2oc3ccc(F)cc3c(=O)c2C(c2cccc(O)c2)N1CCCN1CCOCC1 (stereo not given)
(10) COc1cccc(NC(=O)c2ccccc2-c2nc(-c3ccc(F)cc3)no2)c1
(11) CN(Cc1ccccc1)C(=O)CCCn1c(=O)[nH]c2cc(Cl)ccc2c1=O
(12) Cc1ccc2[nH]c(=O)c(CN(CCCN3CCOCC3)C(=O)Nc3cccc(Cl)c3)cc2c1
(13) Cc1onc(-c2ccccc2)c1C(=O)N1CCCN(C(=O)c2c(-c3ccccc3)noc2C)CC1
(14) CC(=O)c1c(C)[nH]c(C(=O)NCCc2ccccc2)c1C
(15) Cc1cc(F)c(F)c(C(=O)N2CCN(C)CC2)c1Cl
(16) COc1ccc(-n2nc(C(=O)N3CCN(Cc4ccc5c(c4)OCO5)CC3)c3ccccc3c2=O)cc1
Compound	9	10	11	12	13	14	15	16
ROCK2 inh	-1	7	2	-2	5	2	4	4
CatB block	4	7	6	3	1	0	2	4
PKA inh	3	11	3	-6	2	-2	6	6
Her2 expr inh	93	102	114	77	73	87	97	89
C1s inh	26	7	-90	8	13	2	-8	42
CatS inh	1	5	?	-10	-3	3	-6	2
CatB mixtures	5	1	-7	5	3	-1	1	3
Cathepsin G inh	10	8	-5	12	10	-2	4	9
CatL inh	.	16	10	8	-2	4	6	-2

In the list so far, seven have four or more nitrogen atoms:
(2) CCSc1nnc(NC(=O)Cc2ccc(OC)c(S(=O)(=O)N3CCOCC3)c2)s1
(3) Cc1cc(NC(=O)c2sc(Nc3cccc(C(F)(F)F)c3)nc2N)no1
(5) CCCNc1nc2c(c(=O)[nH]c(=O)n2C)n1Cc1cccc(Br)c1
(7) Cc1ccc2nc(C(O)C(O)c3nc4ccc(C)cc4[nH]3)[nH]c2c1 (stereo not given)
(12) Cc1ccc2[nH]c(=O)c(CN(CCCN3CCOCC3)C(=O)Nc3cccc(Cl)c3)cc2c1
(13) Cc1onc(-c2ccccc2)c1C(=O)N1CCCN(C(=O)c2c(-c3ccccc3)noc2C)CC1
(16) COc1ccc(-n2nc(C(=O)N3CCN(Cc4ccc5c(c4)OCO5)CC3)c3ccccc3c2=O)cc1
Compound	2	3	5	7	12	13	16
ROCK2 inh	16	0	.	.	-2	5	4
CatB block	4	0	5	0	3	1	4
PKA inh	4	6	8	0	-6	2	6
Her2 expr inh	78	93	106	85	77	73	89
C1s inh	-9	-21	-5	15	8	13	42
CatS inh	4	0	16	-11	-10	-3	2
CatB mixtures	4	-3	3	3	5	3	3
Cathepsin G inh	10	7	2	11	12	10	9
CatL inh	9	3	11	62*	8	-2	-2

Continuation.
(17) Cn1c(=O)c2c(nc(CN3CCCCC3)n2CCCc2ccccc2)n(C)c1=O
(18) O=C(CSc1ncc(-c2ccccc2)n1CC1CCCO1)N1CCCCC1 (stereo not given)
(19) COC(=O)NCC1(C)CC(NC(=O)OC)CC(C)(C)C1 (stereo not given)
(20) COCCn1c(=O)[nH]c2cc(C(=O)NCCN3CCN(c4ccc(OC)cc4)CC3)ccc2c1=O
(21) CC(=O)Nc1ccc(S(=O)(=O)NC(CC(=O)O)c2ccc(OC(C)C)cc2)cc1 (stereo not given)
(22) Cc1ccc2cccc(SCC(=O)N3CCOCC3)c2n1
(23) Cc1onc(-c2ccccc2)c1C(=O)NC(CC(=O)O)c1ccc(OC(C)C)cc1 (stereo not given)
(24) COc1cc(CNc2ccc(N3CCOCC3)c(C(=O)O)c2)ccc1OCC(N)=O
Compound	17	18	19	20	21	22	23	24
ROCK2 inh	.	-7	8	.	0	1	5	-10
CatB block	4	2	10	0	-1	3	-4	0
PKA inh	-5	2	8	11	5	-3	11	1
Her2 expr inh	64	110	101	78	77	87	97	100
C1s inh	12	-40	4	-11	-4	-40	2	4
CatS inh	14	13	9	-4	-8	-13	1	-2
CatB mixtures	7	7	1	1	-1	3	0	12
Cathepsin G inh	12	-9	8	6	-1	5	1	23
CatL inh	30	10	15	-10	-1	-7	3	9

(25) N=c1c2c(n(Cc3ccc(F)cc3)c3c1CCC3)CCC2
(26) Cn1c(C(O)c2ccccc2)nc(Cl)c1Cl (stereo not given)
(27) CCn1nnnc1SCC(=O)Nc1nc(-c2cccs2)cs1
(28) CCOc1nc(OCC)nc(N2CCC(C)CC2)n1
(29) COc1ccccc1NC(=O)CSc1nnc(Cc2cccn2C)n1CCc1ccccc1
(30) COc1ccccc1C1C(C(N)=O)=C(C)Nc2ncnn21 (stereo not given)
(31) C=CCn1c(NC(=O)c2ccccc2)c(C#N)c2nc3ccccc3nc21
(32) CC(=O)c1cccc(NC(=O)NC2CCCCC2)c1
Compound	25	26	27	28	29	30	31	32
ROCK2 inh	6	-1	6	-1	2	2	-5	2
CatB block	3	-4	3	-3	0	-4	-3	.
PKA inh	8	2	10	-2	3	1	-6	5
Her2 expr inh	81	152	65	130	101	109	68	94
C1s inh	4	-24	14	-17	7	-14	-31	1
CatS inh	-3	-6	3	-4	-3	9	-4	26
CatB mixtures	1	4	4	-2	7	3	8	1
Cathepsin G inh	10	0	17	-1	12	10	-4	2
CatL inh	.	-6	10	2	-2	12	-11	-3

(33) CC1CCN(C(c2ccc(N(C)C)cc2)c2nnnn2C(C)(C)C)CC1 (stereo not given)
(34) COc1ccc(C2CC(c3cccc(Cl)c3)n3nc(N)nc3N2)cc1 (stereo not given)
(35) COc1ccc(OC)c(S(=O)(=O)Nc2cc(OC)c(Cl)cc2OC)c1
(36) CCCCNC(=O)CC1N=C2c3ccccc3N=C(SCC(=O)Nc3ccc(OC)cc3)N2C1=O (stereo not given)
(37) O=S(=O)(Nc1cccnc1)c1cccs1
(38) CCCOc1cccc(C(=O)Nc2cccnc2)c1
(39) CCc1cc(C=C(Cl)Cl)oc(=O)c1C
(40) CCn1cc(SCC(=O)Nc2cc(C)on2)c2ccccc21
Compound	33	34	35	36	37	38	39	40
ROCK2 inh	-1	4	6	0	0	11	-5	8
CatB block	-1	-1	-1	-2	0	0	.	5
PKA inh	-1	9	10	5	-2	7	-5	1
Her2 expr inh	107	91	109	91	144	101	88	98
C1s inh	1	-9	-26	-21	5	0	-14	12
CatS inh	1	-7	-4	4	9	-7	-4	13
CatB mixtures	0	2	-1	-3	-2	-1	-2	4
Cathepsin G inh	-5	4	-3	-6	36	-2	-1	13
CatL inh	0	1	5	.	-3	.	.	10

(41) COc1ccc(C(=O)CSc2nnc(-c3ccco3)n2CC2CCCO2)cc1 (stereo not given)
(42) O=C(CCC1COc2ccccc2O1)Nc1ccc(Cl)cn1 (stereo not given)
(43) O=C(O)C1OC(C(=O)O)C2C1C(F)(F)C2(F)F (stereo not given)
(44) Oc1[nH]c2ccccc2c1C1=NCCCC1
(45) CC1=C(C(=O)Nc2ccccc2C)C2(CCCC2)C(C(N)=O)C(=O)N1 (stereo not given)
(46) COc1ccc(C2C(C(=O)c3ccco3)=C(O)C(=O)N2CCc2ccccc2)cc1OC (stereo not given)
(47) Cc1nnc2ccc(N3CCC(C(N)=O)(N4CCCCC4)CC3)nn12
(48) O=C1CC(Nc2ccc(N3CCOCC3)cc2)C(=O)N1c1ccccc1F (stereo not given)
Compound	41	42	43	44	45	46	47	48
ROCK2 inh	5	-1	-2	5	6	.	-4	4
CatB block	2	-3	4	-1	2	3	-1	-1
PKA inh	12	3	-3	7	6	3	-6	8
Her2 expr inh	108	36	92	111	103	123	82	92
C1s inh	-2	8	-11	15	14	8	-15	9
CatS inh	-4	8	17	2	12	14	5	2
CatB mixtures	0	6	1	5	7	5	-2	-4
Cathepsin G inh	-10	2	-1	10	15	8	-3	-4
CatL inh	1	15	11	6	5	6	.	.

(49) Nn1c(COc2ccccc2)nc2ccccc2c1=O
(50) COc1ccc(S(=O)(=O)Cc2ccc(C(=O)NCc3ccco3)o2)cc1
(51) Cc1ccc(NC(=O)c2cnc3scc(C)n3c2=O)c(C)c1
(52) Cn1c(=O)c2ncn(CC(=O)NCCOc3ccc(C(C)(C)C)cc3)c2n(C)c1=O
(53) NC(=O)C1CCCN(C(=O)c2ccc(Cl)cc2)C1 (stereo not given)
(54) CCOC(=O)C1Cc2ccccc2C(=O)O1 (stereo not given)
(55) Cc1ccc(-c2nc(NC(=O)CSc3nnnn3-c3ccccc3)ns2)cc1
(56) CN1C(=O)CC(N2CCN(c3ccc(Cl)c(Cl)c3)CC2)C1=O (stereo not given)
Compound	49	50	51	52	53	54	55	56
ROCK2 inh	2	2	4	9	6	-1	7	2
CatB block	6	-4	2	9	1	0	5	3
PKA inh	0	-4	0	0	10	-2	8	3
Her2 expr inh	114	45	67	60	124	94	85	171
C1s inh	-18	-16	0	7	5	14	-4	.
CatS inh	6	-4	39	22	-2	-6	25	.
CatB mixtures	2	-1	3	34	-2	2	1	.
Cathepsin G inh	-4	-6	8	16	24	10	4	.
CatL inh	-1	.	.	3	12	.	21	-6

(57) Cc1ccc(OCC(=O)Nc2ccc(O)c(C(=O)O)c2)cc1C
(58) CN(c1ccccc1)S(=O)(=O)c1ccc(C(=O)OCC(=O)N2CCOCC2)cc1
(59) COc1ccc(N(C(=O)c2ccccc2OC)C2C=CS(=O)(=O)C2)c(OC)c1 (stereo not given)
(60) CCSc1nc2c([nH]c3ccccc32)c(=O)n1C
(61) CCCOC(=O)C1[C@H]2C(=O)N(CC3CCCO3)C[C@]23C=C[C@H]1O3 (stereo not given in full)
(62) OCCNc1ncnc2ccc(Br)cc12
(63) CCOC(=O)N1CCN(C2=Nc3cccc4cccc2c34)CC1
Compound	57	58	59	60	61	62	63
ROCK2 inh	8	-2	4	-2	5	13	2
CatB block	0	-2	-1	2	5	3	5
PKA inh	9	-4	5	4	5	14	2
Her2 expr inh	97	105	115	58	83	76	146
C1s inh	1	10	5	4	8	-7	8
CatS inh	3	1	8	1	-5	-1	16
CatB mixtures	-8	4	-4	3	1	6	2
Cathepsin G inh	10	12	0	11	10	9	11
CatL inh	-2	6	4	0	-10	14	-3
